Compound activity (PubChem)
All columns: NCI-60 one-dose screen, growth in % after 48 h at 10 µM unless noted; 100 = growth as untreated, 0 = no growth, -100 = all killed.
HL-60(TB) = HL-60(TB) leukemia cells; 78,000 compounds, 9% hits; AID 1794776; active means growth percent below 10
The depositor's hits bear a star; & = joins results of further samples; [ ] = remark or other dose. The list is partial; count on the stated rates, not on these rows.

SMILES	HL-60(TB)
CC(=O)OC[C@@]12CC[C@]3(C)[C@H](CC[C@@H]4[C@@]5(C)CC=C(OC(C)=O)C(C)(C)[C@@H]5CC[C@]43C)[C@H]1[C@@H](C)C(C)=C(C(C)=O)C2	58.4
Cc1cc(C)n(-c2cn3c(-c4ccccc4)csc3n2)n1	104.7
Cc1ccc(NC(N)=S)cc1	104.2
COc1ccc2nc3cc(Cl)ccc3c(NC(=O)CSc3ccc(Cl)cc3)c2c1	-50.7*
O=c1nc2oc3c(Cl)cc(Cl)cc3cc-2s1	95.8
COc1ccc(-c2cc(=O)[nH]c3c(OC)c4ccccc4c(OC)c23)cc1	-19.8*
Nc1ccnn1-c1ccccc1	103.4
C/C(=C(/C)C1CC1CCN(S(=O)(=O)c1ccc(C)cc1)S(=O)(=O)c1ccc(C)cc1)c1ccccc1 (stereo unspecified)	72.2
S=c1ssnc1-c1cccs1	95.1
O=c1c(C=Nc2ccc(Cl)cc2)c(O)n(-c2ccc(Cl)cc2)n1-c1ccc(Cl)cc1	86.0
COc1cccc(/C=N/NC(=O)CSc2nc3ccccc3c(=O)n2Cc2ccc(S(N)(=O)=O)cc2)c1	84.2
O=c1oc2c(Cl)cc(Cl)cc2n1SC(Cl)(Cl)Cl	115.0
CNC(=O)Cn1nnc(C(=O)OC)c1COc1ccccc1	96.1
Cc1ccc(/C=N/N2C(=O)c3ccccc3C2=O)cc1	116.1
C#CCOc1cc(/C=N/Nc2nc(-c3ccc(OC)cc3)cs2)ccc1O	97.6
CC(=O)N(Cc1ccccc1)c1sc2c(CN(C)C)c(O)ccc2c1C#N	97.5
NNc1nc2c(cnn2-c2ccccc2)c2nc(N)nn12	104.1
COc1cc(N=Cc2sc(Nc3nccs3)nc2O)cc(OC)c1OC	82.8
N#CCNC(=O)C(c1ccccc1)c1ccccc1	108.0
COc1cc2c(cc1OC)C1CC3(CCCCC3)ON1CC2 (stereo unspecified)	92.1[100 µM]
COc1ccc2[nH]c(O)c(/C=c3/cc4c(c(-c5ccc(F)cc5)n3)=Nc3ccccc3-4)c2c1	92.5
CC1(C)CC[C@]2(C(=O)O)CC[C@]3(C)C(=CCC4[C@@]5(C)C[C@@H](O)[C@@H]6OC(c7cc(F)cc(F)c7)OC[C@@]6(C)C5CC[C@]43C)C2C1 (stereo partly specified)	34.8
N=C1/C(=C/c2cc3ccccc3n3nnnc23)C(N)=NN1c1ccccc1	106.6
[2H]c1c([2H])c(C2([2H])C([2H])([2H])NC([2H])([2H])C([2H])([2H])C2([2H])[2H])c([2H])c([2H])c1-n1cc2cccc(C(N)=O)c2n1 (stereo unspecified)	92.1
CC1=NC(=S)NC(c2ccccc2)/C1=C1/CC(c2ccc(Cl)cc2)N(c2ccccc2)N1 (stereo unspecified)	94.7
C=C1C(=O)O[C@H]2[C@H]1CC/C(COC(=O)c1cccc3ccccc13)=C\CC[C@@]1(C)O[C@@H]21	-47.2*
Cc1ccc(NC(=O)N2CCOCC2)cc1NC(=O)N1CCOCC1	84.4
CCCCCCCCNC(=O)c1ccc(Cn2c(CCCC)nc3c(N)nc4ccccc4c32)cc1	-57.6*
O=C(CCl)Oc1c(Cl)c(Cl)c(Cl)c(Cl)c1Cl	94.7
O=C(CCCCCCN1CC(=O)N2[C@@H](c3ccoc3)c3[nH]c4ccccc4c3C[C@H]2C1=O)NO	33.4
COc1ccc(C(=O)c2ccccc2C(=O)O)cc1Br	104.7
Cc1ccc(NC(=O)NCCO)cc1	106.5
COC(=O)/C=C1\CC[C@H]2[C@@H]3C[C@@H](F)[C@@]4(O)CC(=O)CC[C@]4(C)[C@H]3C(=O)C[C@]12C	103.6
CCCCn1c(-c2ccc(-c3nc(-c4ccc(OC)cc4)no3)cc2)nc(-c2ccccc2)c1-c1ccccc1	70.2
CCC(O)(COC(N)=O)c1ccccc1 (stereo unspecified)	101.5
COc1ccc(OC)c(-c2cc(-c3ccc(Cl)cc3)c(C#N)c(SCC(=O)c3ccccc3)n2)c1	105.6
N[C@@H]1CCCN(c2c(/C=C3\SC(=O)NC3=O)cccc2-c2ccccc2)C1	26.5
CCCCCN1C=C/C(=C\C(=O)N(C)c2ccc(Br)cc2)c2ccccc21	98.2
Nn1cnc2c(ncn2C2OC(CO)C(O)C2O)c1=O (stereo unspecified)	54.3
C#CCOc1ccccc1C(Nc1ccc(F)cc1)c1nnnn1C1CCCCC1 (stereo unspecified)	81.5
O=C(/C=C/c1ccc(O)c(O)c1)N1CCN(c2ccc(Cl)cc2)CC1	12.9
COc1c2c(c(OC)c3occc13)OC(C)c1sc3nc(C)[nH]c(=O)c3c1-2 (stereo unspecified)	121.6
COC(=O)COCC(O)COc1cc(C(C)C)c(C2(c3cc(C)c(OCC(O)COCC(=O)OC)cc3C(C)C)OC(=O)c3ccccc32)cc1C (stereo unspecified)	59.8
C/C(=N\Nc1ccc(S(N)(=O)=O)cc1)c1sc2nc3ccccc3n2c1C	108.3
Oc1c(Br)cc(Br)c2ccc(Cn3cc(-c4ccc(C(F)(F)F)cc4)nn3)nc12	-5.8*

Fetched by structure from the entries so far (three):
SMILES	HL-60(TB)
Cc1ccc(/C=N/N2C(=O)c3ccccc3C2=O)cc1	116.1
CC1=NC(=S)NC(c2ccccc2)/C1=C1/CC(c2ccc(Cl)cc2)N(c2ccccc2)N1 (stereo unspecified)	94.7
NNc1nc2c(cnn2-c2ccccc2)c2nc(N)nn12	104.1

The main list resumes with the 2 entries that preceded the break.
SMILES	HL-60(TB)
C/C(=N\Nc1ccc(S(N)(=O)=O)cc1)c1sc2nc3ccccc3n2c1C	108.3
Oc1c(Br)cc(Br)c2ccc(Cn3cc(-c4ccc(C(F)(F)F)cc4)nn3)nc12	-5.8*
COc1cc2c(cc1-c1c(C)noc1C)ncc1nc(C3CCCCC3)n(C3CCC(OC(F)F)CC3)c12 (stereo unspecified)	-25.1*
COc1c(N2CC3CCCNC3C2)c(F)cc2c(=O)c(C(=O)N/N=C/c3ccc(F)cc3)cn(C3CC3)c12 (stereo unspecified)	72.8
CC(C)(C)OC(=O)N1CCCN(CCNc2nccc(-c3c(-c4cccc(O)c4)nc4sccn34)n2)S1(=O)=O	103.8
Nc1ccccc1C(=O)OCCc1ccccc1	80.8&112.0
CC(=O)c1sc(/N=C2\NC(=O)/C(=C/c3cccnc3)S2)nc1C	101.6
O=[N+]([O-])c1cc([N+](=O)[O-])c(N2CCCC2)cc1NN=C(c1ccc(O)cc1)c1ccc(O)cc1	121.8
Cn1c([N+](=O)[O-])cnc1COC(N)=O	107.8
O=C1/C(=C/c2ccc(Br)cc2)C=C(c2ccccc2)N1CCc1ccccc1	83.8
CC(=O)C1=C(C)NC(=O)NC1c1ccc2c(c1)OCO2 (stereo unspecified)	98.6
O=C(/C=C/c1ccc(Cl)cc1)c1ccc(Nc2nc(NCCO)nc(Nc3ccc(Cl)cc3)n2)cc1	99.4
O=P1(NCCCNP2(=O)OC(CCl)=NC2c2ccccc2Cl)OC(CCl)=NC1c1ccccc1Cl (stereo unspecified)	130.8
CCCCCCCCOc1ccc(/C=N/Nc2cc(C)nc3ccc(Br)cc23)cc1OCCCCCCCC	112.8
NC(=O)NC(=O)C(Cl)c1ccccc1 (stereo unspecified)	76.4
CC(Sc1nc2sc3c(c2c(=O)n1-c1ccc(Cl)cc1)CCCC3)C(=O)Nc1nc(-c2ccccc2)cs1 (stereo unspecified)	91.5
O=S(=O)(OCC(O)C(O)C(O)C(O)COS(=O)(=O)c1ccccc1)c1ccccc1 (stereo unspecified)	105.2
CC12CC[C@@H]3[C@]4(C)COC(c5cn[nH]c5-c5ccc(Cl)cc5)O[C@@H]4CC[C@@]3(C)[C@@H]1CC(C1=CCOC1=O)O2 (stereo partly specified)	3.4*
C[C@]12CCC(=O)C=C1CC[C@@H]1[C@@H]2C(=O)C[C@@]2(C)[C@H]1CC[C@]2(O)C(=O)COP(=O)(Nc1ccccc1)Nc1ccccc1	112.2
Clc1cccc(NC2=NCCN=C(Nc3cccc(Cl)c3Cl)SS2)c1Cl	66.4
CCOC(=O)C1CCN(S(=O)(=O)/N=C2/NC(=O)NC2=C(Cl)Cl)CC1	-45.9*
CCCOc1cc2ccccc2cc1C(=O)Nc1nc(NC)c2c(ccc3nccc32)[nH]1	-55.2*
COc1cc(/C=C/c2cc(/C=C/c3ccc(O)c(OC)c3)n(C(N)=O)n2)ccc1O	-25.1*
O=C1NCC(Nc2ccccc2Cl)C(=O)N1 (stereo unspecified)	92.5
COc1cc(/C=N/Nc2ccc(Cl)cc2Cl)cc(OC)c1OC	64.7
CCOC(=O)C#Cc1c(C(=O)OCC)nnn1[C@@H]1O[C@H](COC)[C@@H](OC)[C@H]1OC	47.5
CNc1nc2c(s1)C(c1ccc(F)c(F)c1)CC(=O)N2 (stereo unspecified)	98.9
C/C(=N\NC(=S)N1CC2CCC(CC2)C1)c1ccccn1	-22.4*
C1CCC2(CC1)OCCO2	93.0
CS(=O)(=O)c1ccncc1	69.5
Cc1ccc(-c2cc(-c3cccc(Cl)c3)[nH]c(=O)c2C#N)s1	95.4
O=C(NNC(=O)c1ccccc1F)c1ccccc1	81.4
O=C1NCN(c2ccccc2)C12CCN(CCCC(c1ccc(F)cc1)c1ccc(F)cc1)CC2	32.6
COc1cc2oc(-c3cccc(C(=O)N[C@H](C(=O)O)C(C)C)c3)cc(=O)c2c(OC)c1OC	101.1
Nc1c(S(=O)(=O)O)cc2c3c(cccc13)C(=O)OC2=O	134.5
O=[N+]([O-])c1ccc2c(c1)C(C(Cl)(Cl)Cl)OC(C(Cl)(Cl)Cl)O2 (stereo unspecified)	96.1
O=C(N/N=C\c1ccc(N(CCCl)CCCl)cc1[N+](=O)[O-])c1cccnc1	98.9
CC12CCC(C(NC(=S)NN)C1=O)C2(C)C (stereo unspecified)	96.3
Nc1nc(CC(=O)NCc2ccccc2)nn1C(=O)c1ccc(Cl)cc1	90.4
Cc1cc(C)nc(NS(=O)(=O)c2ccc(Nc3nc4nc(Nc5cccc(O)c5)nc(-c5ccc(O)cc5O)c4c(=O)[nH]3)cc2)n1	103.3
O=C1c2ccccc2C(=O)c2c(O)c(Cl)cc(O)c21	121.5
CC(=O)O[C@H]1C[C@@]2(C)[C@@H]3CCC(C(C)C)=CC3=CC[C@@H]2C(C)(C)C1=O	100.6
O=C(O)c1ccc(-n2c(-c3ccccc3)nc(-c3ccccc3)c2-c2ccccc2)cc1	101.9
CCOc1ccc(NC(=O)/C=C/c2ccc(OC)c(OC)c2)cc1	102.3
O=[N+]([O-])c1cccc(-c2nnc(CSc3nnc(-c4ccccc4Cl)o3)o2)c1	99.6
Oc1ccc(-c2nc(-c3ccc4oc5ccc(-c6[nH]c(-c7ccc(O)cc7)nc6-c6ccccc6)cc5c4c3)c(-c3ccccc3)[nH]2)cc1	39.9
O=C(NC1CCCCC1)c1csnn1	93.5

5 entries from above, arranged by heavy-atom count, ascending.
SMILES	HL-60(TB)
O=C(NC1CCCCC1)c1csnn1	93.5
O=[N+]([O-])c1ccc2c(c1)C(C(Cl)(Cl)Cl)OC(C(Cl)(Cl)Cl)O2 (stereo unspecified)	96.1
CCOc1ccc(NC(=O)/C=C/c2ccc(OC)c(OC)c2)cc1	102.3
O=[N+]([O-])c1cccc(-c2nnc(CSc3nnc(-c4ccccc4Cl)o3)o2)c1	99.6
Oc1ccc(-c2nc(-c3ccc4oc5ccc(-c6[nH]c(-c7ccc(O)cc7)nc6-c6ccccc6)cc5c4c3)c(-c3ccccc3)[nH]2)cc1	39.9

The list goes on:
SMILES	HL-60(TB)
O=C1c2c(O)ccc([N+](=O)[O-])c2C(=O)c2c(O)ccc([N+](=O)[O-])c21	96.5
Cc1nn(-c2ccc(Br)cc2)c2nc(CNc3ccc(NCc4c(-c5ccccc5)no[n+]4[O-])cc3)[nH]c(=O)c12	103.2
Cc1ccc(-c2csc(NC(=O)CN3CCN(c4cc(=O)[nH]c5ccc(F)cc45)CC3)n2)cc1	59.4
COc1ccc(-c2c(-c3ccc(O)cc3)c3ccccc3oc2=O)cc1	100.4
CCCCCc1ccc(S(=O)(=O)Nc2ccc3nc(NC(C)=O)[nH]c3c2)cc1	79.3
CCCCCCCC/C=C\CCCCCCCCOc1ccc(CC(=O)NCC[N+](C)(C)C)cc1	-35.7*
COc1ccc(C(=O)c2c(N)c(C#N)cn2-c2ccc(Br)cc2C)cc1	85.9
COc1ccc(-c2cc(-c3cccc4ccccc34)c(C#N)c(=O)[nH]2)cc1S(N)(=O)=O	146.6
Fc1cccc(CCC2CCCC2C2CC2)c1 (stereo unspecified)	107.3
CC(=O)OCC1O[C@@H](OC(C)=O)[C@@H](NC(=O)NS(=O)(=O)c2ccc(CCNC(=O)c3ccccc3)cc2)C(OC(C)=O)[C@@H]1OC(C)=O (stereo partly specified)	105.7
COc1cc(/C=C/C(=O)C(C(=O)/C=C/c2ccc(OC(=O)CCNC34CC5CC(CC(C5)C3)C4)c(OC)c2)C(=O)CCNC23CC4CC(CC(C4)C2)C3)ccc1OC(=O)CCNC12CC3CC(CC(C3)C1)C2 (stereo unspecified)	-30.3*
C1=C2CCCCC3=Cc4ccccc4OC23Oc2ccccc21	91.8
ClCCN(CCCl)c1nc(Cl)c(C2CC(c3ccc4c(c3)OCO4)=NN2c2ccccc2)s1 (stereo unspecified)	110.9
COc1cc2c(c(O)c1Br)C(=O)c1c(O)cc(C[C@H](C)O)cc1[C@H]2[C@H]1c2cc(C[C@H](C)O)cc(O)c2C(=O)c2c1cc(OC)c(Br)c2O	-28.0*
Cn1c(=O)c2c(nc(N/N=C/c3ccccc3Cl)n2C)n(C)c1=O	91.6
CC(Sc1nc2sc3c(c2c(=O)n1-c1ccc(Cl)cc1)CCCC3)C(=O)Nc1nc(-c2cccc([N+](=O)[O-])c2)cs1 (stereo unspecified)	99.0
CCOC(=O)c1c(C=O)nc2ccccc2c1/C=C/c1ccc(Cl)cc1	69.7

Taken from above:
HL-60(TB) result of COc1ccc(C(=O)c2c(N)c(C#N)cn2-c2ccc(Br)cc2C)cc1 = 85.9
HL-60(TB) result of Cn1c(=O)c2c(nc(N/N=C/c3ccccc3Cl)n2C)n(C)c1=O = 91.6
HL-60(TB) result of CC(Sc1nc2sc3c(c2c(=O)n1-c1ccc(Cl)cc1)CCCC3)C(=O)Nc1nc(-c2cccc([N+](=O)[O-])c2)cs1 (stereo unspecified) = 99.0
HL-60(TB) result of Cc1nn(-c2ccc(Br)cc2)c2nc(CNc3ccc(NCc4c(-c5ccccc5)no[n+]4[O-])cc3)[nH]c(=O)c12 = 103.2
